Furin inh: blocks human furin protease activity. inhibition, % at 30 µM. purified furin, fluorogenic substrate cleavage. 220,000 compounds, 0.061% hits; in the data active = inhibition above about 25%; also: inactives centre near -15
14-3-3 Bad inh: disrupts binding of bovine 14-3-3 zeta to phospho-Bad peptide | TR-FRET 14-3-3zeta/Dy647-pBad peptide displacement, 1 h | inhibition, % at 21.7 µM | 220,000 compounds, 0.71% hits | AID 781;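 active = inhibition above about 70%, limit read from the data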;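 also: 0% = full 14-3-3 plus peptide FRET controls and 100% = background without 14-3-3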
Target sequence (P63103 whole entry, looked up): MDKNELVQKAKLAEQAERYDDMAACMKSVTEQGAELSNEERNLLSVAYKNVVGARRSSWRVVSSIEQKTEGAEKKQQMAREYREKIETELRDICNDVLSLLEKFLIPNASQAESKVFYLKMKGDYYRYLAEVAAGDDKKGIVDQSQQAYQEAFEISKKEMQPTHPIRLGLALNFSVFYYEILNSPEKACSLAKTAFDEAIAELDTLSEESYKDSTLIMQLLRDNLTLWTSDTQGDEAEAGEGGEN
Thrombin inh: inhibitors of human thrombin; P00734; alpha-thrombin, Boc-VPR-AMC fluorogenic substrate cleavage; inhibition, % at 5 µM; 220,000 compounds, 0.26% hits; AID 1046;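 active = inhibition at or above 40%; inactive = inhibition below 40%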;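 also: 0% = enzyme with no compound and 100% = wells without enzyme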
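System – human alpha-thrombin · Medium – pH 7.5 Tris (50 mM) with NaCl 150 mM, Tween 20 0.05% · Compound – single-point dosing at 5 µM, 0.2% DMSO · Incubation – enzyme reaction carried out at room temperature · Technique – fluorescence of released AMC, ex 355 nm, em 460 nm · Read-out basis – % inhibition of thrombin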
hK5 inh: inhibitors of human kallikrein 5 | Q9Y337 | recombinant hK5, fluorogenic AMC substrate cleavage | inhibition, % at 5 µM | 210,000 compounds, 0.59% hits;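 active = inhibition of 40% or more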;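 also: 0% = enzyme controls without compound and 100% = no-enzyme blanks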
eIF4E 4G PPI: inhibitors of eIF4E and eIF4G interaction in translation initiation. P63073+Q04637. TR-FRET eIF4E-eIF4GI(517-606) binding, 2 h. inhibition, % at 21.7 µM. 220,000 compounds, 0.37% hits;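 also: 0% = full FRET control wells and 100% = background wells lacking eIF4GI fragment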
Cl transport mod: modulates chloride dependent transport by human KCC2. KCC2 cells, thallium flux FluoZin-2 fluorescence. B-score of Tl+ flux slope (higher = more flux/activation; lower = inhibition) at 10 µM. 190,000 compounds, 2.2% hits;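 active = thallium flux slope and its plate-corrected score both differing from the plate sample mean at a set confidence after two filtering rounds, in either direction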;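 also: slope of fluorescence scaled to starting intensity during 10 to 20 s after thallium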
p47phox inh: blocks human p47phox regulatory protein of NADPH oxidases; P14598; p47phox/p22phox peptide binding, fluorescence polarization, 2 h; inhibition, % at 24.7 µM; 220,000 compounds, 0.53% hits;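 also: 0% = p47phox with labelled peptide and 100% = labelled peptide alone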
Target sequence (P14598 whole entry, looked up): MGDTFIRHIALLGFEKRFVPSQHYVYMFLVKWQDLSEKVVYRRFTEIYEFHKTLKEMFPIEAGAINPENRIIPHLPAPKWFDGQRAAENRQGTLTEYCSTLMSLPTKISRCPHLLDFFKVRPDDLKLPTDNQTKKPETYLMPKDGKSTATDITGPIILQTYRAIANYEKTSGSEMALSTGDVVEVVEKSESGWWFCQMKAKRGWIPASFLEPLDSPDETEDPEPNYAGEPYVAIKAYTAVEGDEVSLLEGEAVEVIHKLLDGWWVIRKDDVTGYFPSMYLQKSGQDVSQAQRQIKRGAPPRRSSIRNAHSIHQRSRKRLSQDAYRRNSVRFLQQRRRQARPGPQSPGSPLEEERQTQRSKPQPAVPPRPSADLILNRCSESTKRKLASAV
EBV gp42 block: EBV gp42 inhibition; 220,000 compounds, 0.42% hits; Q1HVG2; inhibition, % (tested at 21.74 µM); Fluorescence polarization binding assay, mP read-out; AID 1085; in the data active = inhibition above about 50%
Target sequence (Q1HVG2 whole entry, looked up): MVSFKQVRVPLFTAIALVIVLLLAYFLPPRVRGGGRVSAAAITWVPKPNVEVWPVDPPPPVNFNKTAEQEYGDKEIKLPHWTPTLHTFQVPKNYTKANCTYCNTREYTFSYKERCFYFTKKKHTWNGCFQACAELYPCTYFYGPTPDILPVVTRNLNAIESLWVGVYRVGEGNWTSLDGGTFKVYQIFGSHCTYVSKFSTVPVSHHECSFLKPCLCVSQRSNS
Rad51 HR inh: Rad51 (human) homologous recombination inhibition; inhibition, % at 10 µM; hRad51 DNA strand exchange, fluorescence dequenching; Q06609; AID 1385; 200,000 compounds, 0.085% hits;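 active = inhibition above 40% at the single screening dose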;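 also: 0% = DMSO control wells and 100% = blanks with heterologous ssDNA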
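Assay system: Human Rad51 nucleoprotein filaments preassembled on unlabelled ssDNA | Reagent: Donor/quencher-labelled 47-bp dsDNA substrate | Doses: One concentration, 10 µM final | Times: 37 °C 15-min filament assembly, 30-min compound preincubation, 15-min exchange | Technique: Fluorescein emission 520 nm, excitation 485 nm | Benchmarks: Plate control and blank wells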
An asterisk follows results filed as active; x = no result given; [ ] = remark or other dose.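 The calls were made as follows, unless noted: active = inhibition above about 30% (limit read from the data); inactive = the rest.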

| entry | Structure | Furin inh | 14-3-3 Bad inh | Thrombin inh | hK5 inh | eIF4E 4G PPI | Cl transport mod | p47phox inh | EBV gp42 block | Rad51 HR inh |
| --- | --- | --- | --- | --- | --- | --- | --- | --- | --- | --- |
| 1 | COc1cc(C2N(c3cccc(Cl)c3)C(=O)C3CCCN32)cc(OC)c1OC (centres undefined) | -21 | 8 | -5 | -10 | -4 | -1.2 | 1 | -20 | 6 |
| 2 | C/C=C/C(=O)N1c2ccc(C)cc2C(C)=CC1(C)C | -26 | 0 | 3 | 2 | -9 | 0.068 | -9 | -9 | x |
| 3 | NC(=O)CSc1nnc(-c2cc(-c3cccs3)nc3ccccc23)o1 | -2[20 µM] | -11 | 0 | -14 | -10 | 0.75 | -10 | -6 | 7 |
| 4 | NC(=O)CC[C@@H]1NC(=O)[C@H](CO)NC(=O)c2cc([N+](=O)[O-])cc(I)c2NCCC[C@@H](C(N)=O)NC(=O)[C@H](Cc2ccc(O)cc2)NC1=O | -13 | 5[fluorescence artefact?] | 1 | -4 | -1 | -0.46 | -13 | 22 | 7 |
| 5 | Cc1nc(N2CCCCC2)nc(N2CCCCC2)c1C=O | -30 | -4 | 2 | 19 | 0 | 0.24 | x | -11 | x |
| 6 | O=[N+]([O-])c1cc(Cl)cc(/C=N/Nc2nc3ccccc3s2)c1O | -25 | -10 | -5 | 5 | 1 | x | 3 | -6 | 7 |
| 7 | COc1ccc(OC)c(NC(=S)NN2CCOCC2)c1 | -18[20 µM] | -9 | 0 | -1 | 0 | -0.033 | -13 | 12 | 1 |
| 8 | COc1ccc(Nc2nc(N)nc(CSC(=S)N3CCN(C)CC3)n2)cc1 | -20 | -9 | 4 | -6 | 1 | 0.39 | -4 | 7 | 20 |
| 9 | O=C(COC(=O)c1cc(S(=O)(=O)N2CCOCC2)ccc1F)c1ccc[nH]1 | -28 | -21[fluorescence artefact?] | -8 | -12 | 14 | -1.1 | -12 | 4 | 5 |
| 10 | CN(C(=O)c1cc2ccccc2oc1=O)C1(C)CCS(=O)(=O)C1 (centres undefined) | -4 | 7 | -5 | -11 | -1 | -1 | 3 | -7 | -24 |
| 11 | Cc1ccc(-n2c(SCC3CCCCO3)nnc2-c2ccco2)cc1 (centres undefined) | -32[20 µM] | 11 | 0 | 7 | 10 | -1.9 | -2 | 1 | 1 |
| 12 | CS(=O)(=O)N1CCC(C(=O)Nc2c(F)cccc2F)CC1 | -14 | -6[fluorescence artefact?] | 2 | -6 | -1 | 0.52 | -1 | -17 | -5 |
| 13 | COCCn1c(N)c(N(Cc2ccccc2)C(=O)c2oc3ccccc3c2C)c(=O)[nH]c1=O | -32 | -8 | 6 | 0 | -1 | -0.52 | -17 | -27 | -2 |
| 14 | O=S1(=O)CCC(N=Cc2ccc(-c3ccc(Cl)cc3)o2)C1 (centres undefined) | -21 | -4 | -7 | 1 | 8 | x | -5 | -17 | 1 |
| 15 | Cc1cc(Cl)c(S(=O)(=O)NC2CCCC2)cc1OCC(=O)NC1CCCCC1 | -14[20 µM] | 4 | 1 | -6 | 2 | -0.063 | -21 | -12 | -11 |
| 16 | Cc1ccc(-n2c(-c3ccc(Cl)cc3)c[n+]3c2CCC3)cc1 | -31 | -1 | 3 | -4 | 94* | 0.42 | -1 | -9 | -3 |
| 17 | O=C(Cn1c(=O)[nH]n(-c2ccccc2)c1=O)N1CCCc2ccccc21 | -8[20 µM] | 13[fluorescence artefact?] | -1 | -21 | -19[fluorescence artefact?] | -0.32 | -3 | -29 | -6 |
| 18 | CCOC(=O)c1c(NC(=O)CSc2nc3ccccc3s2)sc(C)c1C | -6 | -4 | 2 | -21 | -3 | x | -36 | -1 | 11 |
| 19 | Cc1ccc(S(=O)(=O)N(C)CCCC(=O)NC(C)(C)CO)cc1 | -29 | -6 | 3 | x | 4 | -0.55 | -5 | -13 | x |
| 20 | Brc1c(C[n+]2ccccc2)nc2ccccn12 | -5 | 6 | 33 | 24 | -4 | -1.1 | 8 | -21 | 2 |
| 21 | C=CCOC(=O)C1=C[C@@H](c2ccccc2)[C@H](CCCO)[C@@H](OCC)O1 | -19 | -6 | -9 | 0 | 1 | 0.48 | x | -12 | 8 |
| 22 | O=C(NC(=S)Nc1ccc(NC(=O)c2cccs2)cc1)c1ccco1 | -17 | -15 | -3 | -7 | -10 | 0.37 | -20 | -2 | x |
| 23 | O=c1c(Cc2ccc(Cl)cc2)c(O)ccn1Cc1cccc(Cl)c1 | -26[20 µM] | -2 | 5 | 5 | 5 | 0.32 | -18 | -7 | 1 |
| 24 | CC(C)C[C@H](NC(=O)c1nc[nH]c1C(=O)NCC(=O)OC(C)(C)C)C(=O)OC(C)(C)C | -14 | -3 | -6 | -2 | -4 | 0.019 | -9 | -16 | 1 |

Record cards, from the list above.
O=c1c(Cc2ccc(Cl)cc2)c(O)ccn1Cc1cccc(Cl)c1 across the screens: Furin inh: -26[20 µM]; 14-3-3 Bad inh: -2; Thrombin inh: 5; hK5 inh: 5; eIF4E 4G PPI: 5; Cl transport mod: 0.32; p47phox inh: -18; EBV gp42 block: -7; Rad51 HR inh: 1
O=C(Cn1c(=O)[nH]n(-c2ccccc2)c1=O)N1CCCc2ccccc21 across the screens: Furin inh: -8[20 µM]; 14-3-3 Bad inh: 13[fluorescence artefact?]; Thrombin inh: -1; hK5 inh: -21; eIF4E 4G PPI: -19[fluorescence artefact?]; Cl transport mod: -0.32; p47phox inh: -3; EBV gp42 block: -29; Rad51 HR inh: -6

Later entries:
| entry | Structure | Furin inh | 14-3-3 Bad inh | Thrombin inh | hK5 inh | eIF4E 4G PPI | Cl transport mod | p47phox inh | EBV gp42 block | Rad51 HR inh |
| --- | --- | --- | --- | --- | --- | --- | --- | --- | --- | --- |
| 25 | CCc1ccccc1N=C1S/C(=C/c2ccccc2OCC(=O)N2CCOCC2)C(=O)N1C | 3 | -22 | -10 | -13 | 7 | -0.13 | -6 | 3 | 7 |
| 26 | COc1cc(/C=N/N=C2/NC(=O)C(CC(=O)O)S2)ccc1OCc1cccc(Cl)c1 (centres undefined) | -5 | 1 | 6 | -8 | 3 | -0.21 | -7 | -7 | x |
| 27 | CCOC(=O)N1CCN(C(=O)CSc2nnc(-c3cccc(Cl)c3)o2)CC1 | -18 | -6[fluorescence artefact?] | -2 | -4 | 6 | -1 | -13 | -9 | -3 |
| 28 | CCOC(=O)CCNC(=O)c1ccccc1Br | -9 | 10[fluorescence artefact?] | -4 | -23 | 7 | -0.31 | -10 | -9 | -10 |
| 29 | Cc1ccc(NC(=O)CN(C)C(=O)CN2C(=O)NC(C)(c3ccccc3)C2=O)cc1 (centres undefined) | -21 | 13 | 7 | -9 | 6 | 0.18 | -5 | -25 | -4 |
| 30 | COc1cc(-c2nnco2)cc(OC)c1OC | -5 | 4 | -2 | 38 | -1 | -0.65 | -19 | -5 | -46 |
| 31 | O=S(=O)(Cc1ccccc1Cl)CC(O)COc1ccccc1Cl (centres undefined) | -12[20 µM] | -1 | 5 | -7 | 4 | -0.39 | 1 | -6 | -6 |
| 32 | COC(=O)Cc1c(C)nc2nc(-c3ccccc3)[nH]n2c1=O | -17[20 µM] | 4[fluorescence artefact?] | -3 | -24 | 3 | 0.86 | -6 | -12 | 2 |
| 33 | Cc1ccc(C(=O)C(=O)c2ccc(C)c(N)c2)cc1N | 1 | 0 | 14 | 26 | 0 | -0.2 | 5 | 2 | -6 |
| 34 | COc1ccccc1CC(=O)Nc1ccc(-c2noc(COc3ccc(Br)cc3)n2)cc1 | -16[20 µM] | 13[fluorescence artefact?] | -4 | -14 | -28 | 1.1 | -13 | -18 | 6 |
| 35 | C=CCOCCN(C)C1=NS(=O)(=O)c2ccccc21 | -4 | -12 | -1 | 1 | -2 | -2.3 | -3 | -8 | -12 |
| 36 | O=C(COC(=O)c1ccccc1O)Nc1ccc(OC(F)F)cc1 | -16[20 µM] | 1 | -9 | -3 | 3 | x | -4 | 0 | 14 |
| 37 | O=C(NC(c1ccccc1)c1ccccc1)C1(c2cccs2)CCOCC1 | -15 | -3[fluorescence artefact?] | -7 | -7 | -3[fluorescence artefact?] | -1.3 | -4 | -20 | 0 |
| 38 | O=C(COC(=O)CCC(=O)c1ccc(F)cc1)Nc1ccc(F)cc1F | -20 | -4 | 4 | -7 | -1 | -1.9 | -10 | -20 | -1 |
| 39 | CC(C)C[C@H](NC(=O)c1[nH]cnc1C(=O)N[C@@H](C)c1ccccc1)C(=O)OC(C)(C)C | -15 | -14 | -3 | -2 | -1 | 0.033 | -16 | 2 | -4 |
| 40 | CC(OC(=O)c1ccc(S(=O)(=O)NCc2ccco2)cc1)C(=O)Nc1ccc(Cl)cn1 (centres undefined) | -14 | -21 | -12 | -24 | 14 | 0.75 | -17 | -16 | 5 |
| 41 | CSc1nnc(NC(=O)C2CCCCC2)s1 | -21 | 4 | 2 | -7 | 1 | 0.57 | -11 | -16 | 0 |
| 42 | CC(=O)c1nn(-c2ccc(Br)cc2)cc1C(=O)c1ccco1 | -14[20 µM] | -5 | 1 | -7 | 1 | x | -11 | 0 | -7 |
| 43 | Cn1nc(CC(=O)Nc2ccc3c(c2)CCC3)c2ccccc2c1=O | -9 | 15 | -1 | 1 | 7 | -1.3 | 11 | 3 | 1 |
| 44 | CCCCC(=O)N=c1sc2c(OC)ccc(OC)c2n1C | -19 | 0 | 1 | 5 | -3 | 0.46 | -10 | -11 | x |
| 45 | CC[C@H](C)NC(=O)CCCCCn1c(=S)[nH]c2c([nH]c3ccc(OC)cc32)c1=O | -12 | 6 | -3 | -2 | 1 | -0.026 | 13 | 1 | 4 |

Entries from the list above containing bromine, in the order listed:
| entry | Structure | Furin inh | 14-3-3 Bad inh | Thrombin inh | hK5 inh | eIF4E 4G PPI | Cl transport mod | p47phox inh | EBV gp42 block | Rad51 HR inh |
| --- | --- | --- | --- | --- | --- | --- | --- | --- | --- | --- |
| 20 | Brc1c(C[n+]2ccccc2)nc2ccccn12 | -5 | 6 | 33 | 24 | -4 | -1.1 | 8 | -21 | 2 |
| 28 | CCOC(=O)CCNC(=O)c1ccccc1Br | -9 | 10[fluorescence artefact?] | -4 | -23 | 7 | -0.31 | -10 | -9 | -10 |
| 34 | COc1ccccc1CC(=O)Nc1ccc(-c2noc(COc3ccc(Br)cc3)n2)cc1 | -16[20 µM] | 13[fluorescence artefact?] | -4 | -14 | -28 | 1.1 | -13 | -18 | 6 |
| 42 | CC(=O)c1nn(-c2ccc(Br)cc2)cc1C(=O)c1ccco1 | -14[20 µM] | -5 | 1 | -7 | 1 | x | -11 | 0 | -7 |

Compound activity as filed in PubChem BioAssay.
